LmPK inhibitor – inhibitors of Leishmania mexicana pyruvate kinase; 290,000 tested, 0.37% active; AID 1721; purified LmPK, Kinase-Glo ATP luminescence, 1 h; Potency, µM (highest dose often 57.5 µM), for the others: at the top dose activity change, negative = inhibition, most hits filed as inhibitors; Q27686
Target sequence (Q27686 whole entry, looked up): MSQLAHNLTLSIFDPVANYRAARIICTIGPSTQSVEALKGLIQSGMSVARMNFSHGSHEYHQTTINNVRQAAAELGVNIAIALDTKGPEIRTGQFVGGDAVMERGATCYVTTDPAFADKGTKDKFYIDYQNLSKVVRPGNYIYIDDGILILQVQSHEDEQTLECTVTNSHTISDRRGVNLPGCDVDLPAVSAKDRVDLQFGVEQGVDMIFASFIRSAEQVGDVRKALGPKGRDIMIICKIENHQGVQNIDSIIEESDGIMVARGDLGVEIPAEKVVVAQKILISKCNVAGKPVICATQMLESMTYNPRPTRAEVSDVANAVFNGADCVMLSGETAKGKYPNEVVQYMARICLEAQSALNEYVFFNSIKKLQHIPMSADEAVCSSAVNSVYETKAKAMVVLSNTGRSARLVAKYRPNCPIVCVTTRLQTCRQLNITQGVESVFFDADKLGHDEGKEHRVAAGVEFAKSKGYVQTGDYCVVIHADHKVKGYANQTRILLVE
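In 50 mM imidazole pH 7.2 with 7 mM MgCl2, LmPK (0.1 nM) turned over PEP (0.5 mM) and ADP (0.1 mM) for 1 h at room temperature. Luciferase read-out of ATP.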
HCV inhibitor – blocks hepatitis C virus; Huh7.5.1 HCVcc-Cre infection, luciferase reporter, 44 h; Potency, µM (top dose mostly 41.8 µM), inactives show at the top dose activity change, negative = inhibition, hits mostly inhibitors; 340,000 tested, 3.4% active; AID 651820
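Cells (1,000/well) were plated 4 h before compound, then infected with HCVcc-Cre virus (~0.5 moi). After 44 h further culture, infection was read as luciferase luminescence following a 15 min substrate incubation at room temperature.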
Tb PYK inh – T. brucei pyruvate kinase inhibition. TbPYK enzyme, Kinase-Glo Plus ATP luminescence, 45 min. Potency, µM (highest dose often 76.8 µM), for the others: at the highest dose activity, negative = inhibition, most hits filed as inhibitors. 410,000 tested, 0.12% active; also: nearly all actives have a fitted effect of over 50% in size
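Enzyme and substrate buffer are dispensed first and compound is pin-transferred. ADP at 130 uM final then starts the reaction, which runs 45 min at room temperature. Detection reagent is added for 10 min before luminescence is imaged.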
Pf growth 96h – inhibits malaria parasite growth, 96 h | P. falciparum luciferase reporter growth, 96 h | Potency, µM (highest dose often 28.7 µM), without a hit: at the top dose activity change, negative = inhibition, hits mostly inhibitors | 320,000 tested, 6.9% active | AID 504834
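Readout is luminescence from an integrated firefly luciferase in P. falciparum. Red cells, 2% hematocrit and 0.05% parasitemia final, were cultured with compound through two parasite generations (96 hours) at 37 C, 5% CO2.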
Sm TGR inh – inhibitors of Schistosoma mansoni thioredoxin glutathione reductase; Q962Y6; purified TGR, DTNB reduction, TNB absorbance 405 nm; Potency, µM (highest dose often 114 µM), for the others: top-dose activity change, negative = inhibition, hits mostly inhibitors; 360,000 tested, 3% active; AID 485364; also: nearly all actives have a fitted effect of over 60% in size
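Kinetic colorimetric format: TGR-catalysed, NADPH-driven DTNB reduction monitored via TNB absorbance. Enzyme dispensed at 20 nM; compound exposure 15 min at room temperature before reaction start.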
Pf growth 48h – P. falciparum growth inhibition at 48 hours (one generation); P. falciparum luciferase growth in erythrocytes, 48 h; Potency, µM (highest dose often 28.7 µM), for the others: at the highest dose activity change, negative = inhibition, actives largely listed as inhibitors; 310,000 tested, 5.9% active; AID 504832
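Firefly luciferase activity from engineered P. falciparum reports growth; inhibitors lower the luminescent signal. Cultures contained 2% hematocrit erythrocytes at 0.1% final parasitemia.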
Active calls of the source: *; i = inactive; ? = inconclusive; · = not tested or not shown; & = joins results of further samples; [ ] = dose if it differs, or a comment. Calls follow the shape of the dose curve; as a rule, active = well fitted curve in the direction sought with a large enough effect; inconclusive = small, poorly fitted or top-dose-only effect, or another doubt; inactive = no such curve, though single readings can be large; an effect the other way counts as inactive or inconclusive. % is scaled to controls: 0 for no effect and ±100 for the full control effect; potency is read from the fitted curve at half-maximal effect.

smiles	LmPK inhibitor	HCV inhibitor	Tb PYK inh	Pf growth 96h	Sm TGR inh	Pf growth 48h
COc1ccc2c(c1)CCc1c(C(=O)NC3CCCCC3)noc1-2	-1%	?	-2%	5%	-4%	176%[activator]
CCCCN(CC)CCCNC(=O)Cn1nc(Cc2ccncc2)c2ccccc2c1=O	2%	·	3%	10%	-11%	-5%
Fc1ccccc1-c1n[nH]c(=S)n1C1CC1	-10%	·	·	20%	-5%	23%
Cc1ccc(N(Cc2cc3ccc(C)cc3[nH]c2=O)C(=O)c2cccs2)cc1	0%	-1%	-6%	?	4%	?
COc1ccc(N2CC(C(=O)N3CCCC(C)C3)CC2=O)cc1 (centres undefined)	-2%	2%	-6%	?	0%	-11%
CCOc1cc(S(=O)(=O)NCC2OCCc3ccccc32)c(OCC)cc1-n1cnnn1 (centres undefined)	-1%	-29%	0%	·	9%	?
Cc1ccc(CSCC(=O)NCc2ccco2)cc1	-3%	1%	-1%	?	0%	?
CC(=O)N(c1ccc2oc(=O)sc2c1)S(=O)(=O)c1cccs1	3%	-6%	?	-12%	0%	32%[activator]
CCOC(=O)C1(CCOC)CCN(Cc2ccc(C(=O)OC)cc2)CC1	5%	3%	-1%	22%	28%	10µM*
COc1ccc(CSc2nc(C)cc(C)c2S(C)(=O)=O)cc1	-1%	?	-2%	0%	?	103%[activator]
CCOc1ccc(N(CC(=O)NCc2ccc(OC)cc2)S(C)(=O)=O)cc1	-15%	-8%	2%	182%[activator]	5%	59%[activator]
Cc1cc(NC(=O)c2cccs2)ncc1NC(=O)C(C)C	-22%	13%	-22%	2.3µM*	0%	232%[activator]
O=C(COC(=O)c1cc([N+](=O)[O-])ccc1N1CCOCC1)Nc1cccc(F)c1	0%	13µM*	4%	-18%	-1%	24%
O=C(/C=C\c1ccco1)NC(=S)Nc1ccccc1O	11%	-4%	-6%	85%[activator]	8.9µM*	80%[activator]
Cc1ccccc1C(=O)N(C)c1ccccc1C(=O)NCc1ccccc1	-5%	3%	-8%	35%[activator]	1%	5%
O=C(Nc1nc2c(ccc3ccccc32)s1)c1ccco1	1%	25µM*	-4%	?	-1%	3%
COCCN(C(=O)COC(=O)C1(c2ccccc2)CC1)c1c(N)n(CC(C)C)c(=O)[nH]c1=O	·	5%[8.37 µM]	3%	12%	4%	13%
O=C(O)COc1ccccc1/C=N/NC(=O)c1ccncc1	·	·	3%	-13%	·	-5%
OCCNc1ncnc2c1nnn2Cc1ccccc1	1%	9%	-1%	?	-20%	8%
Nc1c(C=C2C=CC(=O)C=C2)c(=O)nc2snc(SCc3ccccc3)n12	2%	7%	0%	33%[activator]	1%	1%

Random excerpt: two records from the list.
smiles	LmPK inhibitor	HCV inhibitor	Tb PYK inh	Pf growth 96h	Sm TGR inh	Pf growth 48h
Cc1ccc(CSCC(=O)NCc2ccco2)cc1	-3%	1%	-1%	?	0%	?
O=C(Nc1nc2c(ccc3ccccc32)s1)c1ccco1	1%	25µM*	-4%	?	-1%	3%

Further records.
smiles	LmPK inhibitor	HCV inhibitor	Tb PYK inh	Pf growth 96h	Sm TGR inh	Pf growth 48h
COCCn1c(C)cc(C(=O)COC(=O)c2[nH]c(C)c(C(C)=O)c2C)c1C	·	?	2%	?	3%	?
CC1CC2=C(CC1/C=N/NC(N)=S)C(C)(C)CCC2 (centres undefined)	5%	6.3µM*	-6%	·	-12%	13µM*
O=C(CSc1nnc(-c2ccc(Cl)s2)o1)N1CCCc2ccccc21	-1%	3%	-3%	-4%	2%	-23%
COc1ccc(NC(=O)c2ccc(-c3ccc([N+](=O)[O-])cc3)o2)cc1	0%	-15%	-4%	-15%	?	18%
CCOC(=O)C1(Cc2cccc(OC)c2)CCCN(Cc2cnn(C)c2)C1 (centres undefined)	5%	9%	1%	?	0%	0%
COc1ccc(C(=O)Nc2cccc(NC(=O)c3ccc(OC)c(OC)c3)n2)cc1OC	1%	?	7%	-15%	3%	10µM*
COc1cc(OC)cc(C(=O)NN2CCCCC2)c1	8%	3%	-2%	10%	4%	5%
CN1C(C(=O)Nc2ccc(OC(F)(F)F)cc2)=CC(c2ccc3c(c2)OCO3)=NS1(=O)=O	5%	10%	1%&-15%	?	1%&-1%	-6%
O=C(c1ccc(Cl)s1)N1CCN(c2ccccc2)CC1	2%	?	-11%	?	-1%	-17%
CCOC(=O)c1cnc(SC)nc1N1CCCC1	3%	?	3%	-1%	·	1%
COCCCNc1nc(CC(C)C)nc2c1nnn2Cc1ccccc1	-3%	?	1%	-28%	2%	?
Cc1cc(Cl)ccc1N1C(=O)CC(SCCC(=O)O)C1=O (centres undefined)	-1%	11%	1%	?	40µM*	-6%
Cc1coc2c(C)c3oc(=O)c4c(c3cc12)CCCC4	4%	?	2%	34%[activator]	-26%	7%
Cc1ccc(-n2nc3c(c2NC(=O)c2c(-c4ccccc4Cl)noc2C)CSC3)cc1	7%	-24%	2%	20%	-1%	13µM*
Cc1ccc(O)c(C(=O)c2cnc3c(c2)CN(CCC(C)C)C(=O)N3)c1	1%	?	3%	5.2µM*	0%	2.9µM*
CC(C)(CO)NS(=O)(=O)c1ccc2c(c1)oc(=O)c1cc(S(=O)(=O)NC(C)(C)CO)ccc12	7%	-7%	1%	?	-13%	9%
CC(C)Oc1ccc(C2CC(=O)NC3=C2C(=O)CCC3)cc1 (centres undefined)	4%	8%	-6%	11%	4%	?
O=C(Nc1cccc(C(=O)Nc2ccc(F)cc2F)c1)c1ccccc1	-1%	?	1%	-15%	-15%	24%
COc1ccccc1/C=C/C(=O)OCC(=O)Nc1c(F)cccc1F	6%	-3%	-1%	28%	1%	?
Cc1cc(NC(=O)CSc2ncnc3c2cnn3-c2cccc(Cl)c2)no1	2%	7%	-14%	50%[activator]	0%	16%
CCNC(=O)CON=C1c2ccccc2-c2ccccc21	-4%	?	1%	-9%	-23%	8%
O=C(C1CC1)N1CCc2cc(S(=O)(=O)NCc3ccccc3)ccc21	1%	?	-2%	?	6%	36%[activator]
COc1ccc(Nc2cc3n(c(=O)n2)CCc2cc(OC)c(OC)cc2-3)cc1	-3%	11%	7%	?	?	?
COc1ccccc1/C=C1\SC(=S)N(CCC(=O)NCCCN2CCOCC2)C1=O	-2%	?	12%	?	·	-24%
COC(=O)C1=C(C)N(Cc2ccc(C)cc2)C(=O)C1	-2%	-12%	1%	60%[activator]	2%	?
N#C/C(=N\Nc1ccc([N+](=O)[O-])cc1)C(N)=S	?	10µM*	-27%	?	-12%	-8%
NS(=O)(=O)c1ccc2nc(NC(=O)c3ccc(Br)o3)sc2c1	12%	-3%	-5%	10µM*	0%	112%[activator]
Cc1ccc2c(c1)nnn2C1CCN(S(=O)(=O)c2ccc(C(=O)O)cc2)CC1	0%	34%[activator]	-8%	-7%	10%	-7%
Cn1nc(C(=O)NNc2c(F)c(F)cc(F)c2F)c2ccccc2c1=O	2%	?	-1%	?	11%	-11%
Cc1cc(NC(=O)CSc2nc3ccsc3c(=O)n2Cc2ccccn2)n[nH]1	-7%	16%	-14%	?	5%	7%
O=C(c1ccccc1)C1CCN(C(=O)C2CCC(=O)N(Cc3ccccc3F)C2)CC1 (centres undefined)	-2%	?	-9%	?	-3%	?
CC(/C=N/NC(=S)Nc1cccc(S(=O)(=O)N(C)C)c1)c1ccccc1 (centres undefined)	-15%	-10%	?	-6%	-16%	1%
O=C1CC(=O)N2N=C(c3ccc([N+](=O)[O-])cc3)SC2=N1	3%	-8%	-15%	-15%	-8%	?
Cc1ccc(NC2CCCN(C(=O)c3ccc(-n4ccnc4)cc3)C2)cc1C (centres undefined)	-7%	12%	-9%	?	5%	?
O=C(NCCC1=CCCCC1)c1cnccn1	2%	17%	-6%	·	0%	111%[activator]
O=C(c1ccco1)N1CCN(Cc2ccc(Cl)cc2)CC1	-3%	17%	37%[activator]	223%[activator]	-10%	?
CCCn1c(=O)c(C(=O)NNS(=O)(=O)c2ccc(C)cc2)c(O)c2ccccc21	1%	8%	4%	0%	-15%	18%
CCCC1=[N+](CC)CCn2c(C)ccc21	-1%	6%	-4%	29%	-10%	4.7µM*
CC(C)[C@H](NC(=O)C1CC(=O)N(c2ccc3c(c2)OCCO3)C1)C(=O)NC1CCCC1 (some centres undefined)	-1%	13%	2%	22%	-15%	4%
CCOC(=O)c1ccc(NC(=S)NCCc2ccccc2F)cc1	7%	9%	-5%	52%[activator]	4%	-5%
COc1cccc(-n2c(=O)n(Cc3ccccc3)c(=O)c3[nH]cnc32)c1	-10%	8%	-14%	-13%	1%	-3%
CCn1c(NCc2ccc(N(C)C)cc2)nc2ccccc21	-1%	?	-1%	?	1%	47%[activator]
CC1CCN(S(=O)(=O)c2ccc3[nH]c(=O)ccc3c2)CC1	-5%	6%	0%	?	-19%	30%[activator]
CC(OC(=O)Cn1[nH]c(=O)c2ccccc2c1=O)C(=O)Nc1ccc(F)cc1 (centres undefined)	·	5%	-3%	12%	1%	0%
Cc1cc(NC(=O)c2cccc(S(=O)(=O)N3CC(c4ccccc4)CC3=O)c2)no1 (centres undefined)	3%	?	0%	17%	-1%	5%
CC1CC(=O)Nc2ccccc2N1C(=O)Cn1cnc2ccc(Br)cc2c1=O (centres undefined)	·	6%	1%	38%[activator]	-7%	?
CCN(C(=S)Nc1cccnc1)c1cccc2ccccc12	0%	-23%	-11%	?	?	?
Cc1c(C)c2c(C)nn(-c3ccccc3)c2[nH]c1=O	-7%	-15%	-1%	?	5%	0%
COc1ccc(CCC(=O)N2CCN(S(=O)(=O)c3ccc(C)cc3)CC2)cc1	·	-19%	-1%	?	-14%	?
COc1ccc(C(=O)N2CCC3(CC2)NCCc2[nH]cnc23)cc1OC	1%	-19%	0%	43%[activator]	0%	42%[activator]
O=C(O)c1ccc2c(c1)C(=O)N(c1cc(C(=O)O)ccc1Br)C2=O	25%	1%	-1%	·	-8%	13%
CCCC(O)(CCN1CCCCC1)c1ccc(OCC)cc1 (centres undefined)	4%	?	-4%	0%	4µM*	·
COc1ccc2c(c1)C(=O)OC2CC(=O)O (centres undefined)	0%	?	5%	i	-1%	5%
COc1cc(C(=O)N2CCN(Cc3ccc4c(c3)OCO4)CC2)cc(OC)c1OC	0%	-4%	17%	?	3%	?
CCOC(=O)C1=C(C)Nc2ncnn2C1c1ccc(N(C)C)cc1 (centres undefined)	-4%	-7%&-1%	3%&-1%	·	-5%	-4%
CCOC(=O)C1=NOC2C(=O)N(c3ccc(Cl)cc3Cl)C(=O)C12 (centres undefined)	0%	17%	1%	-6%	3.5µM*	28%
CCN1CCN(C(=O)c2ccc3c(=O)n(C4CCCC4)c(=S)[nH]c3c2)CC1	0%	?	1%	-13%	3%	?

Gathered by group: those above containing a COOH group.
smiles	LmPK inhibitor	HCV inhibitor	Tb PYK inh	Pf growth 96h	Sm TGR inh	Pf growth 48h
O=C(O)COc1ccccc1/C=N/NC(=O)c1ccncc1	·	·	3%	-13%	·	-5%
Cc1cc(Cl)ccc1N1C(=O)CC(SCCC(=O)O)C1=O (centres undefined)	-1%	11%	1%	?	40µM*	-6%
Cc1ccc2c(c1)nnn2C1CCN(S(=O)(=O)c2ccc(C(=O)O)cc2)CC1	0%	34%[activator]	-8%	-7%	10%	-7%
O=C(O)c1ccc2c(c1)C(=O)N(c1cc(C(=O)O)ccc1Br)C2=O	25%	1%	-1%	·	-8%	13%
COc1ccc2c(c1)C(=O)OC2CC(=O)O (centres undefined)	0%	?	5%	i	-1%	5%

Compound activity: PubChem BioAssay, National Center for Advancing Translational Sciences (NCATS)
